p53 reactivation: restores transcriptional activity of mutant p53; H1299 p53-A138V BP100-luciferase reporter, luminescence, 24 h; hit rate 0.063% among 320,000; AID 504706; Potency, µM (top dose mostly 92.2 µM), inactives show top-dose activity change, positive = activation, actives largely listed as activators; also: % of control where 0% means no effect; nearly all actives have a fitted effect of over 45% in size
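p53-null H1299 cells stably carrying temperature-sensitive p53-A138V and a BP100-luciferase reporter were pinned with compounds (4-point, 1:5 series) and held 24 hrs at 37 deg C. Luminescence was read 10 min after detection reagent.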
CXXC DNA block: inhibitors of human MLL CXXC domain-DNA interaction; MLL-CXXC / FITC-HOXA9 DNA fluorescence polarization; Potency, µM (titrated, usually from 115 µM), inactives show at the highest dose activity change, negative = inhibition, actives largely listed as inhibitors; hit rate 0.037% among 290,000; Q03164; active = well fitted inhibition curve with a large enough effect in the polarisation, with a control signal flat, not every such curve was filed as active; inconclusive = small, poorly fitted or top-dose-only effect, or effect the other way, or a change in a side signal; inactive = no such curve, though single readings can be large or run the other way; the % refers to the polarisation
Target sequence (Q03164 whole entry, looked up, the tested form may be a part): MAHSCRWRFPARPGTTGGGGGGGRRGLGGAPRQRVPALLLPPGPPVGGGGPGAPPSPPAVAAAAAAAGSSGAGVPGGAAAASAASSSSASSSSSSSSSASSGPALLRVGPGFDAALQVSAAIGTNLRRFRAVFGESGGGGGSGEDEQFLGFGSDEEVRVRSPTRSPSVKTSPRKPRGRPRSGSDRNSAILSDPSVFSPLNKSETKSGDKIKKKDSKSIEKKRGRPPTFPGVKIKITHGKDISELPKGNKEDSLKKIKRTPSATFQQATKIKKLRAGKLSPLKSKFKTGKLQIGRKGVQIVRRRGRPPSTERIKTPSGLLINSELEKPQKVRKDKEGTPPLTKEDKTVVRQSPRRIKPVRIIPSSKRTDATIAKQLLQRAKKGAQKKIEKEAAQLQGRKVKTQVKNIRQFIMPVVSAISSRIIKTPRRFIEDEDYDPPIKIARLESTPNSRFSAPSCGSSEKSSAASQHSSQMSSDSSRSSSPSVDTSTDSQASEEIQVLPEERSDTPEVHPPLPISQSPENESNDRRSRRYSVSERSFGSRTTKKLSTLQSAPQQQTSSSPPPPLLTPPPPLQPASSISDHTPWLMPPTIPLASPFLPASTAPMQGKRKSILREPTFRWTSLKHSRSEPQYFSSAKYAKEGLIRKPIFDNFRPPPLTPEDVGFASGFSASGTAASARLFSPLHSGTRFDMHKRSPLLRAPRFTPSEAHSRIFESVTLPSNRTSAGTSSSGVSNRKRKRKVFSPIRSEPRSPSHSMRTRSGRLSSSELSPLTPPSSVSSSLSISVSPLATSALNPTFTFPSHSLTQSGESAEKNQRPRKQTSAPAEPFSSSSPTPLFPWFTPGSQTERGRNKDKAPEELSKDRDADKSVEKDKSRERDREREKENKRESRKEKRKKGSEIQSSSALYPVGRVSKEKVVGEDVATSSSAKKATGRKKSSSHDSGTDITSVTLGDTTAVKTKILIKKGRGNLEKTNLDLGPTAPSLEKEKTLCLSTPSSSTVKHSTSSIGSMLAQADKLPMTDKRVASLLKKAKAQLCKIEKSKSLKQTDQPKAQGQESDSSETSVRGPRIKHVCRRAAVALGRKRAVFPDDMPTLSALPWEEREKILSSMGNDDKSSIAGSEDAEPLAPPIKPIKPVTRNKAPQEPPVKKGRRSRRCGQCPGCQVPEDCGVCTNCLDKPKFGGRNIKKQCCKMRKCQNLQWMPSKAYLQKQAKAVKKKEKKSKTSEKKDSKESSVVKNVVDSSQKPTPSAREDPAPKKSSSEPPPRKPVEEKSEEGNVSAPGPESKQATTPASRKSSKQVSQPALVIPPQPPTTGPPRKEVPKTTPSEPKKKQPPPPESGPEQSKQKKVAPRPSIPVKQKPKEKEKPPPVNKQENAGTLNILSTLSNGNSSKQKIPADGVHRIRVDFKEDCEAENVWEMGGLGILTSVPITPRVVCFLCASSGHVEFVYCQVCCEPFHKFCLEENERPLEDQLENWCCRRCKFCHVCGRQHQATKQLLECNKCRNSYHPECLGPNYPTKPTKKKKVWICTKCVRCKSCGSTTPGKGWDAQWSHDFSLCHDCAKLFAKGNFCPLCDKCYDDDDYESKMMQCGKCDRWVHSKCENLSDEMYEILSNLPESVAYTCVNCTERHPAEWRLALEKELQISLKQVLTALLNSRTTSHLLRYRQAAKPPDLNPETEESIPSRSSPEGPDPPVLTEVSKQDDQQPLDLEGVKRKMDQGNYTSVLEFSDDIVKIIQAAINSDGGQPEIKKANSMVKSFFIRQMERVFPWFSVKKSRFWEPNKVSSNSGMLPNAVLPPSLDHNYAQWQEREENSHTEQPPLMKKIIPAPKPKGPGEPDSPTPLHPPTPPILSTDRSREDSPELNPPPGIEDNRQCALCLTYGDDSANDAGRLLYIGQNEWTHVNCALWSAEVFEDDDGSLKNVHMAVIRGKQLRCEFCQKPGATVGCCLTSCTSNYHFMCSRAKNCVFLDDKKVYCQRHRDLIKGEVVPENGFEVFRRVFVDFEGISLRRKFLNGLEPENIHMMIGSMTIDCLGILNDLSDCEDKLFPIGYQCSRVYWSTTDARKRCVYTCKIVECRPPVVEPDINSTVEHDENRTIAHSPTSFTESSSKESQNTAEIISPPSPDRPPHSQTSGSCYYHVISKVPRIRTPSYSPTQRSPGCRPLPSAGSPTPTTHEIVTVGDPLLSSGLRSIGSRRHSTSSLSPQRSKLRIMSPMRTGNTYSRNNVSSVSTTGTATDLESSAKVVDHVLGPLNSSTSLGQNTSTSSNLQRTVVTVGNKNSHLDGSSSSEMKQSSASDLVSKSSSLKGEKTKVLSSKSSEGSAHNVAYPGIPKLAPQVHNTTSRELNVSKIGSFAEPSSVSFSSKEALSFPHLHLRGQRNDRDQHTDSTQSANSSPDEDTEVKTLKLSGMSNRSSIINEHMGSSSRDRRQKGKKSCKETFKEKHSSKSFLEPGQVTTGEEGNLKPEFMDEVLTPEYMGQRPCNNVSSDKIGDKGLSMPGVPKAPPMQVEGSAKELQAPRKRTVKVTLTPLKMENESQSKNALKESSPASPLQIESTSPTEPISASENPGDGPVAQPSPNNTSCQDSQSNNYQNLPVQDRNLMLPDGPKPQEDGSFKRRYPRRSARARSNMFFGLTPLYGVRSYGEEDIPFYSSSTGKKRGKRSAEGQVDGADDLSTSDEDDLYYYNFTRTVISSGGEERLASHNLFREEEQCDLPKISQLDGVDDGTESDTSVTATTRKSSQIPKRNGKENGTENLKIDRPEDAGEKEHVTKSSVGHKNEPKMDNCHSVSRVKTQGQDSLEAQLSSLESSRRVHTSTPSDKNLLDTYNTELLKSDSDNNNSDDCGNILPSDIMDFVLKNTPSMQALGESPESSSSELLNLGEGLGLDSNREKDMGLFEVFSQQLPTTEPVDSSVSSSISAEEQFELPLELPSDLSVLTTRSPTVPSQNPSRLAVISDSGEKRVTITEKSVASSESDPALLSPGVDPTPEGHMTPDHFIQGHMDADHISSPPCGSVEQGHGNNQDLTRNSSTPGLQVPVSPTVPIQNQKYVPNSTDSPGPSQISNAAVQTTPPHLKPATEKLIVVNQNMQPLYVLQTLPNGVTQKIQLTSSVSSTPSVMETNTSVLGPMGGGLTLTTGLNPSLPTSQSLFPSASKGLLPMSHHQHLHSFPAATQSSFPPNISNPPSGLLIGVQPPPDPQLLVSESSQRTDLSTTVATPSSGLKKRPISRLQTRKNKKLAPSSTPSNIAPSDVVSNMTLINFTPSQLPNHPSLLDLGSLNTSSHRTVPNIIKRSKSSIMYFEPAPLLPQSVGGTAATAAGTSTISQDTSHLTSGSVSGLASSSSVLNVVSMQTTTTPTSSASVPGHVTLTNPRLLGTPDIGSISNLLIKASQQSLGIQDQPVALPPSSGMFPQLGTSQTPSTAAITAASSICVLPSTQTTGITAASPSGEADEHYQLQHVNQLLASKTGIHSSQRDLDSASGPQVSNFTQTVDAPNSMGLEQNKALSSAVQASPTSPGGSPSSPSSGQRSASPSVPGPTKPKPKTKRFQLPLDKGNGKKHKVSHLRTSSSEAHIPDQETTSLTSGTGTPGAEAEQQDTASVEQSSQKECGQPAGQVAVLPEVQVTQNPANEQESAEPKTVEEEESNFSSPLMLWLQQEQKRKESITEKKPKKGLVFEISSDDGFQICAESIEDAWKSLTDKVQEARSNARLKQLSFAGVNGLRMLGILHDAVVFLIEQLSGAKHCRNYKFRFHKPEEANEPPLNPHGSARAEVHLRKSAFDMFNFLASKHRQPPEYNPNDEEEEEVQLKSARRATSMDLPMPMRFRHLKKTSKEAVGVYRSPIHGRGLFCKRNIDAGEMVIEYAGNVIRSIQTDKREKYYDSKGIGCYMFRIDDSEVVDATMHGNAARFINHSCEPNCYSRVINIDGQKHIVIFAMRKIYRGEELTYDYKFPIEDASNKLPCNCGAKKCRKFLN
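Purified MLL-CXXC (added from a 7 uM solution) was preincubated 5 min at ambient with pinned compounds in 50 mM Tris-HCl pH 7.5, 50 mM NaCl, 1 mM DTT, 0.05% BSA. Fluorescein-labeled HOX-A9 DNA (50 nM solution) followed, 30 min, then polarization read.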
MBNL1 CUG block: MBNL1-poly(CUG) RNA binding inhibition | Q9NR56 | TR-FRET MBNL1-His/biotin-(CUG)12 binding, 665/545 ratio | Potency, µM (series often up to 57.5 µM), inactives show at the highest dose activity change, negative = inhibition, hits mostly inhibitors | hit rate 0.036% among 280,000 | AID 2675; active = well fitted inhibition curve with a large enough effect in the signal ratio, with a control signal flat, not every such curve was filed as active; inconclusive = small, poorly fitted or top-dose-only effect, or effect the other way, or a change in a side signal; inactive = no such curve, though single readings can be large or run the other way; the % refers to the signal ratio; also: % is scaled to controls: 0 for no effect and ±100 for the full control effect
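Ratiometric TR-FRET (665 over 545 nm, excitation 340 nm) tracks disruption of MBNL1-His/biotin-(CUG)12 complex after 60 min at room temperature, with compounds at 92 nM to 58 uM final.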
FLuc modulator: firefly luciferase modulation, counter-screen for miR-21 project; AID 588342; purified FLuc, Km substrates, luminescence inhibition; Potency, µM (titrated, usually from 57.5 µM), without a hit: at the highest dose activity change, negative = inhibition, usual class: inhibitors; hit rate 6.9% among 360,000; P08659;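 also: plate controls were vehicle for no effect and reference inhibitor for full effect; nearly all actives have a fitted effect of over 55% in size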
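Biochemical qHTS of compounds, final roughly 60 µM downward over six points, against 10 nM purified firefly luciferase using Km concentrations of substrates (10 uM D-luciferin, 10 uM ATP) in Tris acetate pH 7.5 buffer; luminescence output.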
ELG1 genotoxic: induces genotoxicity in HEK293T cells with luciferase-tagged ELG1; Potency, µM (titrated, usually from 46 µM), without a hit: at the top dose activity change, positive = activation, usual class: activators; hit rate 1.3% among 330,000; AID 504466; HEK293T ELG1-luciferase reporter, luminescence, 16 h; also: % of control where 0% means no effect; nearly all actives have a fitted effect of over 60% in size
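Luminescence read-out: rising ELG1-luciferase signal, reflecting elevated ELG1 protein under genetic stress, flags genotoxic compounds. Cells were treated for 16 hr at 37 °C before ONE-Glo detection.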
BRCA1 expr up: increases BRCA1 expression. hit rate 1.1% among 380,000. MCF7-BRCA1-FFLuc reporter, luminescence, 48 h; response scale: scaled: vehicle 0%, 10 µM genistein 100%. Potency, µM (series often up to 46.1 µM), for inactives: at the top dose activation, most hits filed as activators; also: nearly all actives have a fitted effect of over 80% in size; some results filed as inactive show a strong effect at the top dose
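Luminescence from a BRCA1-driven firefly luciferase in MCF7 cells was the read-out, taken 15 min after substrate addition following 48 h compound exposure at 37 °C. Data were normalized to a 10 microM genistein control and DMSO vehicle.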
NPC1 prom act: NPC1 promoter activation | Potency, µM (titrated, usually from 9.22 µM), without a hit: at the highest dose activation, actives largely listed as activators | hit rate 2.4% among 320,000 | Huh7 NPC1 promoter luciferase reporter, 24 h | AID 485313;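 also: % of control where 0% means no effect; nearly all actives have a fitted effect of over 60% in size; reporter is driven by a mutant NPC1 promoter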
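Readout is luciferase luminescence, reflecting NPC1 promoter activation in stably transfected Huh7 cells after 24 h compound exposure at 37 °C in reduced-serum medium with 10% FBS.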
Rab9 promoter act: Rab9 promoter activation. Huh7 Rab9 promoter-luciferase reporter, luminescence, 24 h. Potency, µM (highest dose often 9.22 µM), without a hit: top-dose activation, negative = inhibition, actives largely listed as activators. hit rate 2.8% among 320,000; also: % of control where 0% means no effect; nearly all actives have a fitted effect of over 60% in size
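Huh7 cells stably carrying Rab9 promoter–luciferase reporter, plated 1500 cells/well, compound added after 2 h and incubated 24 h at 37 °C; luciferase luminescence then read after 10 min with detection reagent.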
uPA surface inh: blocks generation of uPA at the cell surface | Potency, µM (highest dose often 38.3 µM), for inactives: at the top dose activity change, negative = inhibition, usual class: inhibitors | AID 540303 | cell surface uPA generation assay, qHTS | hit rate 0.31% among 330,000; active = well fitted inhibition curve with a large enough effect; inconclusive = small, poorly fitted or top-dose-only effect; inactive = no such curve, though single readings can be large or run the other way; tested in mouse RAW 264.7 cells; also: % is scaled to controls: 0 for no effect and ±100 for the full control effect; nearly all actives have a fitted effect of over 55% in size
Gal4-VP16 FLuc: Gal4-VP16 reporter inhibition counter-screen; hit rate 3.5% among 310,000; Drosophila S2 Gal4-VP16 UAS-luciferase, luminescence, 20 h; Potency, µM (titrated, usually from 53.6 µM), without a hit: at the top dose activity, negative = inhibition, hits mostly inhibitors;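 also: Gal4-VP16 expression switched on by copper sulfate through the metallothionein promoter; % is scaled to controls: 0 for no effect and ±100 for the full control effect; nearly all actives have a fitted effect of over 50% in size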
RORgamma inh: ROR gamma (mouse) transcription inhibition; hit rate 5.4% among 310,000; P51450; AID 2551; Potency, µM (top dose mostly 53.6 µM), without a hit: top-dose activity change, negative = inhibition, usual class: inhibitors; Drosophila S2 Gal4-RORgamma UAS-luciferase reporter, 20 h; also: % is scaled to controls: 0 for no effect and ±100 for the full control effect; nearly all actives have a fitted effect of over 60% in size
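A Gal4/UAS one-hybrid system in insect cells: metallothionein-promoter Gal4–ROR gamma fusion plus Photinus luciferase reporter. Copper sulfate 700 uM final, 20 hr ambient incubation, luminescent detection after 10 min with reagent.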
* = called active by the depositor; ? = inconclusive; . = no result given; & = joins results of further samples; [ ] = dose if it differs, or a comment. Unless noted, calls follow the shape of the dose curve; as a rule, active = well fitted curve in the direction sought with a large enough effect; inconclusive = small, poorly fitted or top-dose-only effect, or another doubt; inactive = no such curve, though single readings can be large; an effect the other way counts as inactive or inconclusive. Potency is read from the fitted curve at half-maximal effect.

SMILES	p53 reactivation	CXXC DNA block	MBNL1 CUG block	FLuc modulator	ELG1 genotoxic	BRCA1 expr up	NPC1 prom act	Rab9 promoter act	uPA surface inh	Gal4-VP16 FLuc	RORgamma inh
C=CCOc1ccc(CNc2ccc3[nH]c(=O)[nH]c3c2)cc1OC	3%	37%[activator]	11%	?	4%	29%	9%	2%	1%	9%	0%
Cc1ccc(-c2csc3nc(SCC(N)=O)n(Cc4ccccc4)c(=O)c23)cc1	-7%	5%	35%[activator]	-1%	-7%	-77%	-4%	3%	-5%	?	11µM*
CCCOc1ccc(CCc2n[nH]c(=S)n2Cc2ccccc2)cc1	-1%	5%	-6%	-2%	0%	-23%	-3%	-8%	2%	1.3µM*	2µM*
CCOC(=O)C1CCN(C(=O)CC2C(=O)N(Cc3ccccc3)C(C)c3nc4ccccc4n32)CC1 (configuration not stated)	-3%	-8%	-3%	2%	0%	-10%	-3%	-8%	11%	-4%	-22%
Cc1ccc(NC(=O)c2ccc(NS(=O)(=O)c3ccc4[nH]c(=O)[nH]c4c3)cc2)nc1	-3%	.	.	?	-5%	12%	9%	1%	4%	.	.
COCCn1c(SCC(=O)Nc2sc(C)c(C)c2C#N)nnc1C(C)C	4%	4%	0%	4%	-3%	-17%	-3%	-5%	-5%	-2%	?
Cc1c(Cl)cccc1NC(=O)NC1CCCCC1	10%	-2%	-2%	2%	4%	32%	11%	3%	-2%	29%	8%
O=C(Nc1cc(C(F)(F)F)ccc1N1CCOCC1)c1cnccn1	-9%	13%	4%	5%	7%	4%	-2%	-8%	-1%	1%	-14%
Cc1cc(NC(=O)c2ccccc2-c2ccccc2)ccc1Br	5%	9%	2%	4%	0%	-60%[inhibitor]	0%	-4%	-13%	3%	-3%
O=C(O)CCNc1ccc(NCCC(=O)O)c2c1C(=O)c1ccccc1C2=O	-8%	-13%	?	?	-12%	-31%	-1%	-8%	-4%	?	-44%
O=C(CSc1nc2nccnc2c(=O)n1Cc1cccs1)Nc1ccccc1	-5%	-5%	?	-10%	-3%	-15%	-4%	0%	0%	2%	25%
O=C(c1cnccn1)N(Cc1cccs1)C1(C(=O)NC2CCCCC2)CCCCC1	3%	0%	-12%	0%	-6%	-43%	-1%	2%	3%	0%	8%
OCCCN=C1CCCc2c1[nH]c1ccc(Cl)cc21	-7%	2%	1%	?	4%	5%	-1%	-6%	9%	-1%	-3%
CCN1CCN(S(=O)(=O)c2ccc(C(C)(C)C)cc2)CC1	.	0%	-4%	1%	0%	9%	-5%	-1%	1%	2%	2%
CCCNC(=S)Nc1ccccc1	-3%	?	-4%	0%	-4%	-2%	-3%	-4%	2%	?	10µM*
O=S(=O)(NC1CC1)c1ccc(F)c(F)c1	3%	39%[activator]	-2%	-2%	1%	0%	2%	-7%	21%	-1%	-1%
COc1cccc(N2CCN(S(=O)(=O)c3ccc(-n4cnnn4)cc3)CC2)c1	21%	46%[activator]	7%	0%&0%	4%	-4%&16%	-2%	-6%	0%	-6%	-5%
CCc1cccc(NC(=O)CCNS(=O)(=O)c2cccc3nonc23)c1	1%	-1%	?	5%&-4%	0%	0%&-20%	-4%	3%	0%	12%	33%
N#CCCN(Cc1cccnc1)S(=O)(=O)c1ccc(S(=O)(=O)N2CCCCCC2)cc1	6%	1%	1%	3%	-6%	-3%	-3%	-6%	-1%	-1%	0%
CC(=O)Nc1ccc(NC(=O)C2CCN(c3ccc(C(F)(F)F)cn3)CC2)cc1	2%	7%	-6%	7%	?	24%	-11%	-26%	2%	1%[10 µM]	-19%
CC1CCC(C(C)C)C(OCC(O)CNC(C)c2ccccc2)C1 (configuration not stated)	-6%	-15%	3%	-1%	-1%	-102%[inhibitor]	-7%	-10%	-4%	?	?
COc1cccc(/C=C2/SC(=S)N(CC(=O)NNC(=O)c3ccccc3O)C2=O)c1	5%	-20%	?	?	-4%	23%	1%	0%	1%	12%	-17%
CCN1CCN(CCCNC(=O)c2cc3c(=O)oc4ccc(C)cc4c3s2)CC1	8%	0%	?	-2%	1%	-14%	-16%	-2%	?	-8%	7%
O=C(CN1CCC(n2nnc3cc(F)ccc32)CC1)Nc1ccc2c(c1)CCC2	-8%	14%	?	1%	10%	-18%	-1%	-2%	1%	0%[0.365 µM]	?
Cc1ccsc1/C=N/NS(=O)(=O)c1ccc([N+](=O)[O-])cc1	1%	4%	?	0%	1%	-20%	-6%	1%	4%	8%	-2%
CCOC(=O)c1cc(-c2ccccc2)sc1NC(=O)COC	1%	-5%	106%[activator]	-3%	1%	10%	6%	-4%	-2%	-9%	-12%
CC(=O)Nc1ccccc1C(=O)C(=O)Nc1ccc(C(=O)N2CCOCC2)cc1	2%	-3%	11%	-4%	0%	11%	10%	15%	0%	4%	1%
O=S(Cc1ccc(Br)cc1)Cc1nnc(SCc2c(Cl)cccc2Cl)n1-c1ccccc1 (configuration not stated)	-17%	4%	-6%	2%	-14%	-90%	-4%	-21%	-5%	?	?
CC(C)CC(=O)NC(=S)Nc1ccccc1C(F)(F)F	?	3%	-10%	0%	0%	-27%	0%	-2%	7%	?	5.6µM*
N=c1c2c(-c3ccccc3)c(-c3ccccc3)n(Cc3ccco3)c2ncn1Cc1ccccc1	-17%	16%	4%	5%	-7%	-26%	-8%	2%	1%	?	?
COc1ccc(Cl)cc1C(=O)Nc1ccc(OCC(=O)N2CCOCC2)cc1	-6%	8%	-5%	?	-6%	-11%	6%	-4%	15%	3%	15%
Cc1cccc(C(=O)OCC(=O)Nc2c(C)n(C)n(-c3ccccc3)c2=O)c1	-4%	.	.	6%	1%	-2%	-5%	4%	0%	.	.
CC1CCCCN1S(=O)(=O)c1ccc(NC(=O)c2ccco2)cc1 (configuration not stated)	-1%	-3%	-12%	-12%	3%	20%	-2%	-2%	1%	30%	35%
CCN(CC)CCNC(=O)c1cc(-c2ccco2)nc2ccccc12	1%	6%	32%[activator]	-2%	-1%	12%	-1%	-35%[inhibitor]	.	7%	-3%
Cc1ccc(C)c(NC(=O)CN(C)C(=O)Cc2ccc(Cl)cc2Cl)c1	4%	12%	-5%	1%	-4%	1%	-2%	5%	8%	-9%	33%
CC1CCCCC12NC(=O)N(CC(=O)Nc1ccc(S(=O)(=O)N3CCOCC3)cc1)C2=O (configuration not stated)	1%	-4%	0%	1%	1%	-7%	-2%	-1%	3%	-12%	-2%
CCn1c(-c2cc3c(C(F)(F)F)nn(C)c3s2)n[nH]c1=S	2%	-7%	17%	-3%	1%	-29%	-2%	0%	.	-8%	?
CN1CCN(Cc2coc3c(Cl)cc(Cl)cc3c2=O)CC1	4%	-4%	-3%	-1%	-1%	-49%	-2%	-1%	-9%	4%	8%[1.91 µM]
O=C(NC1CCCC1)C1CCC(CNS(=O)(=O)c2ccccc2)CC1 (configuration not stated)	14%	-3%	-10%	0%	-1%	-1%	-1%	1%	-5%	0%	6%
O=C(OCc1nc2ccccc2s1)c1ccccc1O	4%	0%	-2%	8.5µM*	?	35%	7%	24%	4%	19%	8%
Cc1c(OCC(=O)NCC2CCC(C(=O)O)CC2)ccc2c(-c3ccccc3)cc(=O)oc12 (configuration not stated)	3%	9%	?	-4%	7%	1%	0%	-1%	3%	9%	-1%
CNc1nc(-c2cccs2)cc(C(F)(F)F)c1C#N	0%	-1%	11%	0%	2%	-11%	-1%	1%	-8%	-1%	-6%
CCOC(=O)C1CCCN(C(=O)c2cn(C)c3ccc(S(=O)(=O)N4CCCC4)cc3c2=O)C1 (configuration not stated)	-2%	-2%	-3%	-1%	2%	-4%	0%	-8%	.	5%	-11%
S=C(Nc1ccccc1)Nc1ccc(OCc2ccc(Cl)cc2Cl)cc1	-22%	-5%	-5%	1%	-8%	-95%	-16%	-15%	-1%	7.1µM*	1.4µM*
COc1cc(C(=O)Nc2cccc(-c3nc4ncccc4o3)c2C)cc(OC)c1OC	0%	-12%	4%	1%	-9%	-8%	-3%	-3%	3%	1%	5%
COc1ccccc1CNc1ccc2c(c1)CCC2	.	9%	1%	?	6%	17%	3%	5%	1%	3%	26%

Source: PubChem (National Center for Advancing Translational Sciences (NCATS))

Some of the compounds tested. The share of hits here may be higher or lower than overall.
